Assay outcomes from PubChem BioAssay.
GlmU inhibition: inhibition of mycobacterial GlmU enzyme – biochemical, glucosamine-1-phosphate acetyltransferase (AID 1376); M. tuberculosis GlmU acetyltransferase enzyme assay; higher % means a stronger effect; one-dose inhibition, %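 (tested at 30 µM in the primary screen)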; IC50 in µM for titrated hits; 220,000 tested, 0.25% active; in the data active = inhibition above about 13%; inconclusive = no clear call, values can overlap the other calls;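 also: 0% = complete reaction with vehicle and 100% = reaction without substrate; strong numbers were not always called active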
Mtb RmlCD inh: M. tuberculosis RmlC/RmlD coupled enzyme inhibitors, primary screen, biochemical, compound mixtures, 384-well, from 1536-well plates | RmlC+RmlD coupled enzyme assay, percent inhibition; primary screen in compound mixtures | dTDP-4-dehydrorhamnose reductase (Mycobacterium tuberculosis (strain ATCC 25618 / H37Rv)) … | inhibition, % at 3.6 µM | 160,000 tested, 0.03% active; in the data active = inhibition mostly above about 34%, no sharp cut-off; inconclusive = no clear call, values can overlap the other calls; inactive = mostly below about 22%; also: some results filed as inactive read as strong as hits
Target sequence (P9WH09 whole entry, looked up): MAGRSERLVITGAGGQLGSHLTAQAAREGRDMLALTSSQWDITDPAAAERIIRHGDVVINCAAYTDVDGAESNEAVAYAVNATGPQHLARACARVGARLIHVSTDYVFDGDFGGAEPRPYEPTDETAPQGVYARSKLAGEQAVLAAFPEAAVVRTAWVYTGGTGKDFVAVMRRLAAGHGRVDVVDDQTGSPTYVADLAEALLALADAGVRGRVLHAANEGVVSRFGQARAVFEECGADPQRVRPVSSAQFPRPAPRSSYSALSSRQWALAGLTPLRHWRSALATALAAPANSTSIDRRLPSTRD
Target sequence (P9WH11 whole entry, looked up): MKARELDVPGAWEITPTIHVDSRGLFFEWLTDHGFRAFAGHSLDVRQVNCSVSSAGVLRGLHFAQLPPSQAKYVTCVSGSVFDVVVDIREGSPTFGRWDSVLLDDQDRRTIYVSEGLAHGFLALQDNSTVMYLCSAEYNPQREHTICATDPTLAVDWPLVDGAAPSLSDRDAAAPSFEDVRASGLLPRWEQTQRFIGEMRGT
Active calls of the source: *; ? = inconclusive; / = no result given. Only part of the results is shown; rates above refer to the full screens.

The line under a structure holds: GlmU inhibition	Mtb RmlCD inh
CC1(C)C2CCC1(CS(=O)(=O)Nc1ccc(S(=O)(=O)NC3CCCCC3)cc1)C(=O)C2 (stereo unspecified)
 : 0.6%	-4
O=C(Oc1ccc([N+](=O)[O-])cc1)c1cccnc1
 : -0.1%	/
CCc1ccc(CN2CCN(C(=O)c3cccc(OC)c3OC)CC2)cc1
 : 7.3%	/
Cc1ccc2c(c1)-c1c(cnn1CC(=O)NC(C)CCc1ccco1)CO2 (stereo unspecified)
 : -0.4%	6
CCOC(=O)C1=C(c2ccccc2)NC(SCC(=O)Nc2cccc(C)c2)=C(C#N)C1c1ccco1 (stereo unspecified)
 : -6.9%	/
CN(C(=O)COC(=O)c1ccc2c(=O)n3c(nc2c1)CCC3)c1ccccc1
 : 1.6%	-7
CN(CC(=O)Nc1ccc(F)c(F)c1F)c1ncnc2sccc12
 : -2.9%	-10
CCS(=O)(=O)N1CCN(C(=O)c2ccc(-c3ccccc3)cc2)CC1
 : -4.4%	/
CCN(CC)CCNC(=O)c1ccc(NC(=O)c2c(F)cccc2Cl)cc1
 : -4.8%	-4
Cc1c(NC(=O)c2ccc(-c3cccc([N+](=O)[O-])c3)o2)c(=O)n(-c2ccccc2)n1C
 : 5.3%	4
COc1ccc(CC(=O)Nc2cc(C)c3c(=O)oc4ccccc4c3n2)cc1
 : -4.0%	/
COc1ccccc1CNC(=O)C1(c2ccc(Cl)cc2)CC1
 : -7.6%	9
N/C(=N\NC(=O)c1cccs1)c1cc2ccccc2oc1=O
 : -7.4%	39
CC(Cc1c[nH]c2ccccc12)NC(=O)C1CCCNC1=O (stereo unspecified)
 : 3.3%	/
Cc1ccc(C(=O)N(CC#N)CC#N)cc1C
 : -4.6%	2
COc1ccc(S(=O)(=O)N[C@@H](Cc2ccc(Cl)cc2)C(=O)N2CC[C@@]3(O)CCCC[C@H]3C2)cc1
 : 1.1%	/
Cc1ccc(S(=O)(=O)c2cn(Cc3ccc(F)cc3)c3cc4c(cc3c2=O)OCO4)cc1
 : -1.4%	-3
CC(=O)c1cc(C#N)c(Oc2ccccc2)nc1C
 : 5.2%	/
Oc1ccc(/C=N/NP(=S)(c2ccccc2)c2ccccc2)c(O)c1O
 : /	29
Cc1ccc(C)c(NC(=O)Cn2nnc(-c3ccc(N4CCOCC4)cc3)n2)c1
 : -4.0%	-10
CC(C)C(=O)Nc1ccc(NC(=O)c2cccc(F)c2)cn1
 : 4.7%	-5
CCOC(=O)c1ccc(N=C(CC)c2c(O)n(C)c(=O)n(C)c2=O)cc1
 : 3.4%	-11
CC(=O)Oc1cccc(C(=O)Nc2c[nH]c(=O)[nH]c2=O)c1
 : -3.0%	-15
COCC(=O)Nc1cc(OC)c(Cl)cc1OC
 : 6.8%	/
O=C(CSc1nc2ccccc2[nH]1)NCCc1ccc(Cl)cc1
 : -4.6%	0
O=C(CCN1CCN(S(=O)(=O)c2ccc(Br)cc2)CC1)Nc1ccccc1F
 : -0.3%	-8
CCOC(=O)N1CCC(N2C(=O)c3ccccc3C2=O)CC1
 : -4.2%	4
Cc1ccc(N2C(=N)/C(=C3/Nc4ccccc4S3)C(c3ccccc3)C2=O)cc1 (stereo unspecified)
 : -3.8%	5
CCOC(=O)CSc1nc2c(sc(=S)n2-c2ccc(OCC)cc2)c(=O)[nH]1
 : 9.0%	19
CCOP(=O)(OCC)C(Nc1ccc(F)cc1)c1ccccc1 (stereo unspecified)
 : 4.0%	?

Next section; the last two above are carried over.
The line under a structure holds: GlmU inhibition	Mtb RmlCD inh
CCOC(=O)CSc1nc2c(sc(=S)n2-c2ccc(OCC)cc2)c(=O)[nH]1
 : 9.0%	19
CCOP(=O)(OCC)C(Nc1ccc(F)cc1)c1ccccc1 (stereo unspecified)
 : 4.0%	?
Cc1ccc(NC(=O)CSc2nnc(-c3ccco3)o2)cc1
 : 1.6%	7
O=C(N/N=C/c1ccc(N2CCOCC2)o1)c1cccc(F)c1
 : 6.1%	/
Cc1ccccc1N1CC(C(=O)O)CC1=O (stereo unspecified)
 : 0.0%	-20
COc1ccc(CCNC(=O)CCCn2c(SCC(N)=O)nc3cc4c(cc3c2=O)OCO4)cc1OC
 : -5.1%	-3
Cc1ccc(-c2ccc(CCC(=O)O)n2NC(=O)c2ccco2)cc1
 : -4.8%	8
Cc1ccc(NC(=O)Nc2cc(Cl)ccc2C2COC(=O)C2=N)cc1 (stereo unspecified)
 : -2.0%	17
Cc1c(Cl)c([N+](=O)[O-])nn1CCCC(=O)Nc1cccc(O)c1
 : -3.0%	-6
CCC(Sc1nc2ccccc2s1)C(=O)Nc1cc(C)on1 (stereo unspecified)
 : 7.5%	/
CCCCNC(=O)CCCCCn1c(=O)[nH]c2cc(OC)c(OC)cc2c1=O
 : 1.5%	9
COc1ccc(NC(=O)c2cc(-c3cccnc3)nc3ccc(C)cc23)cc1OC
 : 2.9%	30
CCn1cc([N+](=O)[O-])c(C(=O)Nc2c(C)nn(Cc3cccc(F)c3)c2C)n1
 : -0.8%	2
COC/C=C/C1=CC2=CC(=O)C(C)(OC(=O)c3cnc4ccccc4n3)C(=O)C2=CO1 (stereo unspecified)
 : 0.9%	/
O=C(O)c1c[nH]c2c(C(F)(F)F)cccc2c1=O
 : 5.0%	-7
CCN(CC)S(=O)(=O)c1ccc(NC(=O)c2cccc3c2C(=O)N(CCOC)C3)cc1
 : 1.0%	10
CN(c1ccccc1)S(=O)(=O)c1cc(C(=O)Nc2nc3ccccc3[nH]2)ccc1Cl
 : -4.0%	1
COc1ccc(-n2c(C)cc(C(=O)Cn3nnc4ccccc4c3=O)c2C)cc1
 : 4.2%	-9
O=C(CCSCCc1ccccn1)Nc1cc(F)ccc1F
 : 1.1%	-10
CCOCCCNC(=S)N1CCN(Cc2ccco2)CC1
 : 0.9%	/
CC1=C(C)CC(C(=O)NNC(=O)c2cccc(Cl)c2)C(C(=O)O)C1 (stereo unspecified)
 : 7.5%	-3
CN(C(=O)COC(=O)c1cn(-c2ccccc2)nc1-c1ccccc1)C1CCS(=O)(=O)C1 (stereo unspecified)
 : 1.1%	-4
O=C(c1cncc(Br)c1)N1CCCc2ccccc21
 : 2.4%	-4
COc1ccccc1NC(=O)CN1CC(=O)Nc2ccccc21
 : 2.3%	16
CCOC(CCc1c(C)nc(NC(C)=O)[nH]c1=O)OCC
 : 1.4%	-6
Cn1c(Cc2ccccc2)nnc1SCC(=O)Nc1ccc2c(c1)OCCO2
 : 0.4%	/
CC(C)OC(=O)C1C(=O)CC(C)(O)C(C(=O)OC(C)C)C1c1ccccc1 (stereo unspecified)
 : -0.5%	4
c1ccc(NCn2cncn2)nc1
 : 1.7%	4
CN(C)c1ccc(C2C3C(=O)N(c4ccc(C(=O)O)cc4)C(=O)C3ON2c2ccccc2)cc1 (stereo unspecified)
 : 2.7%	-5
O=c1c2c(n3cnnc3n1-c1ccccc1)-c1ccccc1CC21CCCC1
 : 3.4%	-13
c1ccc2c(c1)CCCN2Cc1nnc2n1CCCCC2
 : 0.6%	50
CCC(=O)Nc1nc2ccc(S(C)(=O)=O)cc2s1
 : 1.9%	/
COc1ccc(N2C(=O)C3C4C=CC(c5ccccc5)(C3C2=O)C2C(=O)N(c3ccc(OC)cc3)C(=O)C42)cc1 (stereo unspecified)
 : 1.0%	15
Nc1ccnc(Oc2ccc(F)cc2)c1
 : 0.5%	13
COc1ccc(N=N/C(=C\O)C(=O)c2ccco2)cc1
 : -1.8%	3
COC(=O)[C@@]1(Cc2ccc(OC)cc2)[C@H]2c3cc(C(=O)N4CCCC4)n(CCN4CCNC4=O)c3C[C@H]2CN1C(=O)c1ccccc1
 : 2.7%	/
CC1CCN(c2oc(-c3ccccc3Cl)nc2C#N)CC1
 : 2.1%	33
CN(C)c1ccc(C(=O)OCC(=O)Nc2ccc(N3CCOCC3)cc2)cc1
 : -3.0%	9
O=C(CN1CC(c2ccccc2)CC1=O)OCc1cccc(Br)c1 (stereo unspecified)
 : 3.5%	/
Cn1nc(C(=O)NC2CCCc3ccccc32)ccc1=O (stereo unspecified)
 : -0.9%	/
NNC(=O)c1sccc1OCc1cccc(C(F)(F)F)c1
 : 0.5%	6
CNC(=O)c1cc(NC(=O)CCn2nc(-c3ccccc3)c3ccccc3c2=O)ccc1OC
 : /	-11
CCOc1ccc(C(C(=O)Nc2ccc(F)cc2)N(C(=O)Cn2nnc3ccccc32)C2CC2)cc1 (stereo unspecified)
 : 0.8%	14
CCCCNC(=O)c1ccc(SCC(=O)N(CC)CC)c([N+](=O)[O-])c1
 : 0.1%	-4
CC1CCN(c2nc3c(c(=O)[nH]c(=O)n3C)n2Cc2ccccc2)CC1
 : 2.4%	0
Cc1nn(C)c(C)c1CN(Cc1nc(CCC(C)C)no1)C(C)C
 : 1.0%	-9
N#C/C(=C\c1ccc(O)cc1)C(=O)N1CCCC1
 : 1.7%	-6
COc1ccccc1C1CC(c2ccccc2)=NN1C(=S)Nc1ccccc1 (stereo unspecified)
 : 2.4%	5
S=c1[nH]nc(-c2cc(-c3ccccc3)n[nH]2)n1/N=C/C=C/c1ccccc1
 : 2.6%	7
O=C(c1ccncc1)N1CCN(c2ccc3ccccc3n2)CC1
 : -1.1%	-10
CCOC(=O)c1c(C)nc2sc(C(N)=O)c(N)c2c1-c1ccc(OC)cc1
 : 1.1%	/
COc1cccc(CN2C(=O)CN(C3CCCCC3)C(=O)C2c2ccc(F)cc2)c1 (stereo unspecified)
 : -0.4%	/
Cc1cnc(CN(C)C(=O)c2cc(COc3c(F)cccc3F)on2)[nH]1
 : -1.7%	-6
Cc1ccc(C(=O)Nc2ccccc2NC(=O)c2ccc(C)o2)o1
 : 3.0%	/
Cc1nc2ccccc2n1CCC(=O)O
 : -1.9%	-11
CC(=O)c1cc(CC=C(C)C)c(O)c(CC=C(C)C)c1O
 : /	-18
CCC(C)NS(=O)(=O)c1ccc(OCC(=O)NCc2cccnc2)cc1 (stereo unspecified)
 : 3.7%	/
CN=C1NN=C(c2cc(C)n(-c3ccc(Cl)cc3)c2C)CS1
 : 8.2%	5
OC1(c2ccc3c(c2)OCO3)CCN(Cc2ccccn2)CC1
 : -4.7%	5
O=C(CSc1ccncc1)Nc1ccc2ccccc2c1
 : 9.2%	-8
CCN1CCc2c(OCC(=O)Nc3ccc4c(c3)OCCO4)cccc2C1=O
 : -0.5%	-7
O=C(Nc1nc2ccccc2[nH]1)c1cccc([N+](=O)[O-])c1
 : -3.9%	/

Next section:
The line under a structure holds: GlmU inhibition	Mtb RmlCD inh
COc1ccc(CNC(=O)CSc2nc3[nH]ncc3c(=O)n2-c2ccccc2Br)cc1
 : -0.5%	2
Cn1c(-c2cccc([N+](=O)[O-])c2)cnc1NCc1cccc([N+](=O)[O-])c1
 : -0.5%	1
CC(C)CC(=O)NCCNC(=O)c1cc(OCC(F)(F)F)ccc1OCC(F)(F)F
 : -1.8%	/
CC(=O)N1CCN(c2ccccc2NC(=O)c2ccc(C#N)cc2F)CC1
 : -0.5%	2
CCCCNCCOc1ccccc1-c1ccccc1
 : -3.1%	-8
CC1=NN(S(=O)(=O)c2ccc(F)cc2)C(=O)c2ccccc2O1
 : 1.6%	/
COC(=O)C1=C(C)N(CCCC(=O)O)C(=O)NC1c1ccc2c(c1)OCO2 (stereo unspecified)
 : -1.7%	/
Cc1cccc(NC(=O)Cn2nc([N+](=O)[O-])c(Br)c2C)n1
 : 1.0%	9
NNC(=O)/C(=C\c1cccs1)NC(=O)c1ccccc1
 : 5.6%	1
O=C(CCCn1c(=S)[nH]c2cc3c(cc2c1=O)OCO3)N1CCc2ccccc2C1
 : -4.6%	2
Cc1[nH]c(=O)[nH]c(=O)c1/C=C/C(=O)O
 : 2.0%	8
Cc1ccc(NC(=O)COc2nc(C)cs2)cc1
 : 5.1%	-5
CCOC(=O)CSc1nc2ccc(N3CCOCC3)cc2c(=O)n1Cc1ccccc1
 : 5.3%	4
N#C/C(=C/c1ccccc1[N+](=O)[O-])C(=O)NCc1ccco1
 : 1.2%	10
CCNc1nc(N)nc(Oc2ccc(OCCOc3ccccc3)nn2)n1
 : 3.8%	-2
N#C/C(=C/c1cc[nH]c1)C(N)=S
 : 1.9%	-10
CCOc1cc(NC(=O)c2cccs2)c(OCC)cc1NC(=O)c1cccnc1
 : -5.7%	4
O=C(c1ccccc1)c1c(O)cc(-c2ccccc2)oc1=O
 : 2.3%	-5
O=C(c1ccc(F)cc1)N1CCCC(C(=O)N2CCc3ccccc3C2)C1 (stereo unspecified)
 : 4.7%	-6
Cn1cc(CN2CCN(Cc3ccccc3)CC2)c(-c2cccc(Cl)c2)n1
 : -0.5%	-9
NC(=O)/C(=C/c1ccc2c(c1)OCO2)NC(=O)c1ccco1
 : -4.4%	8
O=S(=O)(NC1CC1)c1ccc2c3c(cccc13)CC2
 : 0.8%	-14

Ordered by molar mass (smallest number first): three of the compounds above.
The line under a structure holds: GlmU inhibition	Mtb RmlCD inh
CCCCNCCOc1ccccc1-c1ccccc1
 : -3.1%	-8
O=S(=O)(NC1CC1)c1ccc2c3c(cccc13)CC2
 : 0.8%	-14
Cn1cc(CN2CCN(Cc3ccccc3)CC2)c(-c2cccc(Cl)c2)n1
 : -0.5%	-9
